Screens (PubChem)
a7 integrin act: activators of alpha7 integrin expression for muscular dystrophy | alpha7betagal myoblasts, beta-gal FDG fluorescence, 48 h | hit rate 0.064% among 350,000 | Potency, µM (highest dose often 38.3 µM), for inactives: top-dose activation, actives largely listed as activators | AID 624291;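 note: potency is the fitted concentration of half-maximal effect; 100% = response of the positive control SU9516; nearly all actives have a fitted effect of over 60% in size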
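Alpha7betagal+/- myoblasts (passage 13) were plated 16-24 hr, then exposed to compounds (1:260 dilution of DMSO stock) for 48 hours at 37C. After MPER lysis, β-galactosidase reporter activity was read as FDG fluorescence (ex 480/em 540) after 30 minutes.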
AT treatment: candidate therapy for ataxia-telangiectasia. […] A-T fibroblasts, KAP-1 phosphorylation AlphaLISA; neocarzinostatin DNA damage 30 min before lysis. Potency, µM (highest dose often 57.5 µM), without a hit: at the highest dose activation, most hits filed as activators. hit rate 0.19% among 320,000; note: potency is the fitted concentration of half-maximal effect; % of control where 0% means no effect; nearly all actives have a fitted effect of over 45% in size
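ATM-like activity read as KAP-1 phosphorylation via AlphaLISA donor/acceptor antibody pairs after lysis and 6 hr at 25C. Cells were ATM-null patient fibroblasts ([…], hTERT), dosed 60 min, then exposed to the DSB inducer NCS for 30 min.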
TCR act: T cell receptor activation | primary human leukocytes, anti-CD3, IL-2 HTRF, 48 h | Potency, µM (doses to about 9.22 µM), for inactives: at the top dose activation of IL-2 secretion, usual class: activators | 330,000 tested, under 10 active; note: % of control where 0% means no effect
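Primary human leukocytes incubated 48 hr with anti-CD3 beads plus compound, without co-stimulation. Secreted IL-2 measured by HTRF (europium cryptate/d2 anti-IL-2 pair, 320 nm excitation, 665 nm emission).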
ELG1 DNA repair: ELG1-dependent DNA repair inhibition. HEK293T ELG1-luciferase reporter, luminescence, 16 h; DNA damage induced by 5-fluorouridine. Potency, µM (top dose mostly 46.1 µM), for inactives: at the highest dose activity change, negative = inhibition, hits mostly inhibitors. hit rate 2.3% among 330,000. AID 504467; note: potency is the fitted concentration of half-maximal effect; % is set by controls: 0 for no effect and ±100 for the full control effect; nearly all actives have a fitted effect of over 55% in size
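Step one: seed 2,000 cells per well. Step two: pin-transfer compound or DMSO alongside 5-fluorouridine. Step three: incubate 16 hr, 37 °C, 5% CO2. Step four: add ONE-Glo, wait 30 min, read luminescence.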
p53 reactivator: re-activators of mutant p53; H1299 p53-A138V BP100-luciferase reporter, luminescence, 24 h; Potency, µM (highest dose often 92.2 µM), for the others: at the highest dose activity change, positive = activation, usual class: activators; hit rate 0.063% among 320,000; AID 504706; note: potency is the fitted concentration of half-maximal effect; % of control where 0% means no effect; nearly all actives have a fitted effect of over 45% in size
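H1299 (p53-null), stable ts p53-A138V + BP100-Luc; 1000 cells/well, Opti-MEM/10% FBS; cpd 4 pt, 1:5; 24 h, 37 deg C, 5% CO2; detection reagent 10 min RT; luminescence.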
CXXC DNA block: inhibitors of human MLL CXXC domain-DNA interaction; Q03164; MLL-CXXC / FITC-HOXA9 DNA fluorescence polarization; Potency, µM (top dose mostly 115 µM), without a hit: at the highest dose activity change, negative = inhibition, hits mostly inhibitors; hit rate 0.037% among 290,000; active = well fitted inhibition curve with a large enough effect in the polarisation, with a control signal flat, not every such curve was filed as active; inconclusive = small, poorly fitted or top-dose-only effect, or effect the other way, or a change in a side signal; inactive = no such curve, though single readings can be large or run the other way; the % refers to the polarisation; note: potency is the fitted concentration of half-maximal effect
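Steps: dispense CXXC domain solution (7 uM) → pin compounds or unlabeled HOX-A9 DNA control → 5 min ambient → add FLSN-HOX-A9 solution (50 nM) → spin → 30 min ambient → fluorescence polarization. Tris pH 7.5/NaCl/DTT/BSA buffer.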
PTAP TSG101 blk: blocks PTAP/TSG101 interaction to inhibit HIV-1 budding | Fluorescence polarization, FITC-PTAP peptide / Tsg101 binding | AID 493005 | Q99816 | Potency, µM (series often up to 115 µM), inactives show at the highest dose activity change, negative = inhibition, most hits filed as inhibitors | 340,000 tested, under 10 active; active = well fitted inhibition curve with a large enough effect in the main read-out, with a control signal flat, not every such curve was filed as active; inconclusive = small, poorly fitted or top-dose-only effect, or effect the other way, or a change in a side signal; inactive = no such curve, though single readings can be large or run the other way; note: potency is the fitted concentration of half-maximal effect; % of control where 0% means no effect
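Fluorescence anisotropy tracks displacement of a FITC-tagged PTAP peptide (50 nM) from the Tsg101 binding domain (10 uM), following a 20 min room-temperature incubation at pH 7.5.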
BRCA1 expr up: BRCA1 expression activation. hit rate 1.1% among 380,000. MCF7-BRCA1-FFLuc reporter, luminescence, 48 h; response scale: scaled: vehicle 0%, 10 µM genistein 100%. AID 624202. Potency, µM (titrated, usually from 46.1 µM), without a hit: top-dose activation, hits mostly activators; note: potency is the fitted concentration of half-maximal effect; nearly all actives have a fitted effect of over 80% in size; some results filed as inactive show a strong effect at the top dose
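First, MCF7-BRCA1-FFLuc cells (2000/well) attach for 2 h; next, compounds are pin-added and incubated 48 h at 37 °C; finally, luciferase reagent is added and luminescence read after 15 min.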
B2AR arrestin: recruits beta-arrestin to the human beta2-adrenergic receptor; P07550; beta-arrestin recruitment to beta2AR, cell-based reporter; Potency, µM (doses to about 46.1 µM), inactives show at the highest dose activation, hits mostly activators; hit rate 0.02% among 330,000; AID 492947;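 note: potency is the fitted concentration of half-maximal effect; 0% = DMSO controls and full agonism = EC100 isoproterenol or metaproterenol; nearly all actives have a fitted effect of over 65% in size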
TRPV1 ag: agonists of human vanilloid receptor 1 (TRPV1); Q8NER1; TRPV1-expressing cells, Fluo-8 calcium influx, agonist mode; activation, % at 8.33 µM; hit rate 0.19% among 320,000; in the data active = activation above about 80%; inconclusive = between about 30% and that limit; note: 0% is about no effect
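TRPV1-expressing cells were cultured overnight at 35.5C and loaded with Fluo-8 calcium dye for 40 to 90 min at room temperature. After a 10 s baseline, compound was added and calcium influx was read kinetically for 3 min (ex 480/em 520 nm).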
Numbers without * were called inactive; ? = inconclusive; · = no result given; [ ] = dose if it differs, or a comment. Unless noted, calls come from the whole dose curve; as a rule, active = well fitted curve in the direction sought with a large enough effect; inconclusive = small, poorly fitted or top-dose-only effect, or another doubt; inactive = no such curve, though single readings can be large; an effect the other way counts as inactive or inconclusive. The order is random; any-hit rate near 3.8%.

SMILES	a7 integrin act	AT treatment	TCR act	ELG1 DNA repair	p53 reactivator	CXXC DNA block	PTAP TSG101 blk	BRCA1 expr up	B2AR arrestin	TRPV1 ag
CC(C)NC(=O)CN1C(=O)C(=O)c2ccccc21	1%[7.66 µM]	-2%	-17%[46.1 µM]	4%	18%	9%	0%	4%	-0.7%	0
COc1ccc(C(=O)OCC(=O)c2cc(OC)ccc2OC)c(OC)c1	-21%	5%	1%	-16%	-5%	-7%	-2%	17%	-0.4%	-1
CC(=O)N1c2ccc(S(=O)(=O)N3CCC(C(=O)N4CCN(c5cc(Cl)ccc5C)CC4)CC3)cc2CC1C (stereo not given)	?	-9%	-4%	?	9%	9%	-4%	-3%	-0.1%	-2
Cc1cc(C)cc(N(CC(=O)NCc2ccco2)C(=O)CCC(=O)Nc2ccccn2)c1	-22%	10%	-1%	-13%	-6%	-3%	0%	-3%	-0.9%	-2
Cc1ccnc(NC(=O)CCC(=O)N(CC(=O)NCCc2ccccc2)c2ccccc2F)c1	5%	-2%	5%	-16%	-2%	3%	0%	-8%	-0.5%	-3
CN(C)S(=O)(=O)Oc1ccccc1C(=O)Nc1ccc(F)cc1F	?	-7%	1%	0%	-2%	-13%	2%	24%	0.1%	1
CC(=O)N(C)c1ccc(N=Nc2c(C)[nH]n(C(N)=S)c2=O)cc1	?	6%	-5%	?	-1%	-5%	-5%	27%	0.0%	-5
COc1cccc(CN(C)C(=O)c2ccc3nccnc3c2)c1	6%	2%	5%	?	-1%	27%	-1%	-4%	-0.9%	-4
Cc1cc(C)nc(CCNC(=O)C2CCC(=O)N(Cc3ccccc3F)C2)n1 (stereo not given)	?	-3%	4%	?	14%	4%	-1%	-3%	0.2%	-4
Oc1cccc(/C=N/Nc2ncnc3c2ncn3Cc2ccccc2)c1	-13%	5%	5%[46.1 µM]	?	?	2%	-7%	48%	3.5%	17
Cc1cc(CNC(=O)Cn2cc([N+](=O)[O-])cn2)c2ccccc2n1	-4%	-3%	2%	14%	4%	-4%	2%	-1%	0.5%	1
NS(=O)(=O)c1ccc(CCNC(=O)CCCn2c(=O)[nH]c3ccc(Br)cc3c2=O)cc1	29%	2%	-8%	1%	-2%	-6%	-2%	24%	0.1%	1
COc1ccc(CNC(=O)Nc2ccc(C)cc2C)cc1	-8%	-1%	-3%	?	1%	21%	0%	29%	0.0%	-2
O=C(c1cc(F)c(F)cc1Cl)N1CCOCC1	10%	-6%	-2%	-1%	0%	5%	-2%	-38%	0.1%	1
CCCOc1ccc(/C=C/C(=O)Nc2ccc([N+](=O)[O-])cc2)cc1	-14%	0%	2%	?	9%	-25%	-1%	-71%	-0.3%	?
OCCC1CN(Cc2cccc(OC3CCCC3)c2)CCN1Cc1ccsc1 (stereo not given)	-35%	-3%	4%	-9%	1%	-4%	-3%	-25%	0.8%	9
COc1cc(C2C(C(=O)c3ccco3)=C(O)C(=O)N2c2cc(C)on2)cc(Br)c1O (stereo not given)	8%	-5%	-1%	9%	4%	6%	-4%	20%	-0.1%	1
O=C(N/N=C/c1ccc(-c2cccc(C(F)(F)F)c2)o1)c1ccccc1Br	-41%	3%	4%	?	10%	?	?	-2%	-0.5%	2
COc1ccc(F)cc1S(=O)(=O)n1nc(C)cc1C	0%	-9%	-3%	-1%	·	17%	-3%	-18%	0.0%	-1
Cc1ccc(NC(=O)CNC(=O)c2ccco2)cc1	2%	-11%	8%	?	15%	3%	-1%	11µM*	0.0%	-1
COc1ccc(-c2ccc(SCC(=O)NCC3CCCO3)nn2)cc1OC (stereo not given)	-24%	3%	13%	18%	2%	3%	0%	1%	0.1%	-3
NS(=O)(=O)c1ccc(CCNC(=O)CCCCCNc2nc(=S)[nH]c3ccccc23)cc1	·	2%	-2%[46.1 µM]	-12%	13%	-2%	·	·	0.0%	4
CCOC(=O)C1=C(C)NC(=O)NC1c1ccc(OCCO)c(OC)c1 (stereo not given)	-6%	-3%	-13%	7%	-11%	4%	-3%	13%	-0.3%	0
COc1ccc(-c2cc(=O)c3ccccc3s2)cc1	-15%	5%	6%	?	?	4%	-6%	56%	-1.1%	?
COc1ccc(-n2nnnc2-c2cccc(OC)c2)cc1	-17%	1%	-3%	29%	11%	9%	-5%	-35%	0.0%	0

(continued)
SMILES	a7 integrin act	AT treatment	TCR act	ELG1 DNA repair	p53 reactivator	CXXC DNA block	PTAP TSG101 blk	BRCA1 expr up	B2AR arrestin	TRPV1 ag
CC1CC(C)(C)Nc2ccc(N=O)cc21 (stereo not given)	-12%	26%	-6%	?	-17%	13%	0%	-80%	-0.2%	0
Cc1nnc(Sc2cc(C(=O)NCCCN(C)Cc3ccccc3)c3ccccc3n2)s1	-21%	1%	0%[46.1 µM]	7%	-16%	12%	0%	-42%	0.3%	2
CCN(CC)S(=O)(=O)c1ccc2c(c1)nc(CCC(=O)O)n2CC	-15%	-4%	0%	8%	1%	2%	1%	0%	-0.1%	0
CCOc1ccc(CCNC(=O)C2CCC(=O)N2C2CCCCC2)cc1OCC (stereo not given)	15%	-6%	·	-1%	4%	1%	-7%	-15%	-0.8%	-1
Cc1nnsc1-c1onc(C)c1C(=O)Nc1cc(Cl)cc(Cl)c1	-58%	-5%	14%	16µM*	9%	11%	-7%	-65%	-0.5%	-6
COc1cccc(-c2cc(C(=O)Nc3cnn(Cc4ccc(F)cc4)c3)no2)c1	7%	8%	-77%	?	4%	-8%	1%	9%	0.2%	30
O=S(=O)(NCc1ccc2c(c1)OCO2)c1ccc(Cl)s1	-12%	9%	2%	17%	-11%	13%	0%	-6%	-0.7%	21
CCn1cnc2cc(NC(=O)COc3ccc(C)cc3)ccc21	3%	·	1%	·	·	·	1%	-12%	·	·
COC(=O)C12OCC34C(CC5C(C)=C(O)C(=O)CC5(C)C3C(O)C1O)OC(=O)C(OC(=O)C=C(C)C)C24 (stereo not given)	?	·	1%	·	·	·	-6%	?	·	·
CCOc1ccc(N(C(=O)CNC(=O)c2ccco2)C(C(=O)NCC2CCCO2)c2ccccc2)cc1 (stereo not given)	9%	18%	4%	15%	-1%	-23%	1%	-15%	0.4%	0
Cc1onc(-c2c(Cl)cccc2Cl)c1NC(=O)NNc1c(Cl)cncc1Cl	?	2%	1%	18%	-1%	-3%	1%	-1%	-1.0%	1
CC(C)C(C(=O)NC1CCCC1)N(CC1CCCO1)C(=O)CNS(=O)(=O)c1ccccc1 (stereo not given)	2%	-6%	0%	1%	10%	9%	-4%	1%	-0.7%	9
CCSc1nc(-c2ccc(OC)cc2)cc(-c2ccc(OC)cc2)c1C#N	13%	2%	26%	-18%	1%	20%	-11%	-27%	-0.2%	1
CCOC(=O)c1c(C)[nH]c(C(C)=O)c1C	-1%[7.66 µM]	3%	-9%	0%	-5%	2%	-7%	-28%	-0.3%	1
CC(C)(C)S(=O)(=O)/C(C#N)=C/c1sccc1C1OCCO1	3%	-6%	11%	?	-2%	-14%	0%	-6%	-0.1%	-3
CC(C)(C)CN1C(=O)C(=O)NC[C@H]1Cc1cccc2ccccc12	-44%	-32%	-2%	0%	-4%	-19%	-18%	-6%	-0.3%	-1
Cc1[nH]n(C(N)=S)c(=O)c1N=Nc1cc(C(F)(F)F)ccc1Cl	33%	-3%	1%	0%	6%	-4%	0%	18%	-0.1%	-2
COc1cc([C@@H]2[C@H]3CNCC=C3C(C#N)=C(N)C2(C#N)C#N)ccc1OC(C)C	-31%	4%	-3%	?	-7%	4%	11%	-37%	-0.1%	0
COc1ccc(OCCC(=O)Nc2nccs2)cc1	-26%	3%	3%	-1%	16%	1%	-1%	40%	0.1%	2
Cc1ccc(S(=O)(=O)N2CCCC(C(=O)N(Cc3cccs3)C3CC3)C2)cc1 (stereo not given)	-36%	6%	1%	?	0%	-3%	-3%	-18%	-1.0%	?
CC1CCN(CCOc2cc(Cl)ccc2Cl)CC1	23%[7.66 µM]	5%	·	?	5%	-1%	-3%	0%	-0.3%	0
CCC(C(=O)NC1CCCC1)N(C(=O)Cn1nnc(-c2ccc(C)o2)n1)c1ccccc1OC (stereo not given)	-7%	2%	3%	4%	-2%	5%	-2%	-30%	0.2%	6
O=C(NCc1ccncc1)C1CCN(S(=O)(=O)c2ccccc2)CC1	-6%	-2%	8%	22%	-2%	·	0%	-9%	0.0%	2
COCCN(Cc1cc2cc(C)ccc2n2nnnc12)C(=S)Nc1cccc(C)c1	0%	2%	4%	?	1%	0%	-9%	-7%	0.1%	-3

In another format: 2 of the compounds above.
| canonical_smiles | a7 integrin act | AT treatment | TCR act | ELG1 DNA repair | p53 reactivator | CXXC DNA block | PTAP TSG101 blk | BRCA1 expr up | B2AR arrestin | TRPV1 ag |
| --- | --- | --- | --- | --- | --- | --- | --- | --- | --- | --- |
| CC1CC(C)(C)Nc2ccc(N=O)cc21 (stereo not given) | -12% | 26% | -6% | ? | -17% | 13% | 0% | -80% | -0.2% | 0 |
| Cc1nnc(Sc2cc(C(=O)NCCCN(C)Cc3ccccc3)c3ccccc3n2)s1 | -21% | 1% | 0%[46.1 µM] | 7% | -16% | 12% | 0% | -42% | 0.3% | 2 |
